# Assay outcomes: PubChem BioAssay, Sanford-Burnham Center for Chemical Genomics
# mIAP act: mouse IAP activation; activation factor at 10 µM; 0.24% of 330,000 active; muIAP, CDP-Star luminescence, 30 min; stronger effect = higher value; 1 = vehicle-only enzyme signal, 0 = enzyme-free wells;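 active = activation factor of at least 2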; note: the source names both 10 and 20 µM as test concentration; values of inactives mirror those of a sister screen read the other way
#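 System: Mouse IAP enzyme | Also added: CDP-Star substrate | Dosing: Compounds dispensed in DMSO | Schedule: 30 min enzyme-substrate-compound incubation at room temperature | Technique: Chemiluminescence readout | Control set: DMSO-only wells and no-enzyme negative control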
# TIM10 inh: inhibits growth of TIM10 yeast strain; 1.4% of 330,000 active; inhibition, % at 10 µM; S. cerevisiae TIM10 strain growth, BacTiter-Glo luminescence, 24 h; AID 463195;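 active = inhibition of 40% or more at the single tested concentration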;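 note: wild-type TIM10 isogenic control strain grown at permissive 25 °C; 0% = DMSO yeast wells and 100% = minimal medium wells without yeast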
# hIAP block: human IAP inhibition | purified IAP, CDP-Star luminescence, 30 min | 0.12% of 330,000 active | inhibition, % at 10 µM | P09923;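 active = inhibition reaching a set limit with compound at 10 µM in the primary screen, cut at about 35% in these data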;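 note: plate controls were DMSO wells with enzyme for no effect and no-enzyme buffer wells for full effect; values of inactives mirror those of a sister screen read the other way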
# Target sequence (P09923 whole entry, looked up): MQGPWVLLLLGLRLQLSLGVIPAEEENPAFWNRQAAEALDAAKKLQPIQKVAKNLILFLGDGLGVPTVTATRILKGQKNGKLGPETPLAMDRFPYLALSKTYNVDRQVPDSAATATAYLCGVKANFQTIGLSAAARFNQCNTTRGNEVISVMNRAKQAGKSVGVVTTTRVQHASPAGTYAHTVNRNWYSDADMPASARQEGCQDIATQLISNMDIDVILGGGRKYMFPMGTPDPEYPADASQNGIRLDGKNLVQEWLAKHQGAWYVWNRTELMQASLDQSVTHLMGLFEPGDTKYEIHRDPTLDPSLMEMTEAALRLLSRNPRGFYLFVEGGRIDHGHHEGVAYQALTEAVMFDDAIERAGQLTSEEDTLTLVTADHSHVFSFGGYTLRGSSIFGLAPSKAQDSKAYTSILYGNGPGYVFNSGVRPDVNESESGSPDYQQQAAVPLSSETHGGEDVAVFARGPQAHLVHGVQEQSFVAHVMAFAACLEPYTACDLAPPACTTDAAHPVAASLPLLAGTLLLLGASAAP
# mIAP block: blocks mouse intestinal alkaline phosphatase; AID 2806; 0.2% of 330,000 active; inhibition, % at 10 µM; purified mouse IAP, CDP-Star luminescence, 30 min;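 active = inhibition of at least 40% at 10 µM in the primary screen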;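 note: plate controls were DMSO with enzyme for no effect and no enzyme wells for full effect; values of inactives mirror those of a sister screen read the other way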
# MIN6 prolif: MIN6 beta-cell proliferation induction; 0.29% of 330,000 active; MIN6 cells proliferation, ATPlite luminescence, 48 h; cells starved in 0.2% serum; 100% = growth in 10% serum; AID 2380; proliferation, % at 10 µM;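 active = compounds whose signal lies at least 3.5 SD above the mean of all wells on their plate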;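 note: 0% = DMSO-treated cells in low-serum medium and 100% = 10% serum control; some compounds called inactive have numbers as strong as hits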
# APOBEC3G inh: inhibitors of human APOBEC3G DNA deaminase | Q9HC16 | recombinant A3G, ssDNA deamination FAM/TAMRA fluorescence | inhibition, % at 20 µM | 0.28% of 330,000 active | AID 493012;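 active = inhibition of at least 40% at 20 µM, with no more than 30% in the related APOBEC3A deaminase screen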;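 note: plate controls were DMSO wells with A3G for no effect and wells lacking A3G enzyme for full effect; some compounds called inactive have numbers as strong as hits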
# Target sequence (Q9HC16 whole entry, looked up): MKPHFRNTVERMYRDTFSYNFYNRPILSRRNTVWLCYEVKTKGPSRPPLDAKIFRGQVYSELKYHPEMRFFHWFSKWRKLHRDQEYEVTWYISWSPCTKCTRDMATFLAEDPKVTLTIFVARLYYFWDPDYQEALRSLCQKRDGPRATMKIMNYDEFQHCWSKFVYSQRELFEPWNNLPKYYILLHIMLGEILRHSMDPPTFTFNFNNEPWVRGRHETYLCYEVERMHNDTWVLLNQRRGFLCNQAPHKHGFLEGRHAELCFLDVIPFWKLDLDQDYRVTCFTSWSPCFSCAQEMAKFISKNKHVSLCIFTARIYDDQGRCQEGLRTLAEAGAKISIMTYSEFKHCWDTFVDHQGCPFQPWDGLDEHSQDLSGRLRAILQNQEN
# APOBEC3A inh: human APOBEC3A DNA deaminase inhibition; P31941; recombinant A3A, FAM/TAMRA ssDNA deamination fluorescence; inhibition, % at 20 µM; 0.41% of 330,000 active;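 active = at least 40% inhibition at 20 µM here, with at most 30% in a related deaminase screen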;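 note: plate controls were A3A with DMSO for no effect and wells lacking A3A enzyme for full effect; some results filed as inactive read as strong as hits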
# NALP3 yeast inh: NALP3 inhibition in yeast. Yeast reconstituted NLRP3/ASC/caspase-1, beta-gal luminescence, 24 h. inhibition, % at 10 µM. 0.39% of 330,000 active. AID 2825;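 active = inhibition of 50% or more; inactive = inhibition below 50%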;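 note: plate controls were induced DMSO wells for no effect and uninduced yeast grown without galactose for full effect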
# tim10-1 inh: growth inhibitors of tim10-1 mutant yeast | inhibition, % at 20 µM | 2.2% of 330,000 active | S. cerevisiae tim10-1 ts strain growth, BacTiter-Glo, 24 h;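 active = inhibition of at least 40%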;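 note: mutant grown at 25 °C; 0% = DMSO wells with yeast and 100% = wells holding no yeast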
# The depositor's hits bear a star.
# The line under a structure holds: mIAP act	TIM10 inh	hIAP block	mIAP block	MIN6 prolif	APOBEC3G inh	APOBEC3A inh	NALP3 yeast inh	tim10-1 inh
> Cc1cc(C(=O)COC(=O)c2cccnc2Cl)c(C)n1C
  1.03	2.0	23.2	-2.6	-4.2	-4.9	-4.4	32.1	3.7
> COc1cccc(CC(=O)N2CCCC(CCC(=O)N3CCN(c4ccccn4)CC3)C2)c1 (stereo not given)
  0.953	14.8	-2.2	4.7	0.7	-5.0	-2.3	17.9	8.9
> COc1ccc(S(=O)(=O)N2CCCC2)cc1NC(=O)c1ccccc1
  0.951	6.2	21.5	4.9	-0.4	-11.4	5.3	17.8	4.9
> COc1ccc(/C=N/Nc2nc(C)nc(N)n2)cc1
  0.95	4.7	-0.7	5.0	3.9	-7.3	-3.7	7.2	-9.6
> Cn1ccnc1COc1ccc(/C=N/O)cc1
  0.934	-1.0	-0.3	6.6	-0.8	-6.4	-3.4	22.4	-2.4
> CCCOc1ccc(C(=O)NCC(c2cccs2)N(C)C)cc1OC (stereo not given)
  0.948	4.0	-1.1	5.2	0.0	-2.3	1.4	13.0	9.2
> CCOC(=O)CN(C(=O)COc1nc(-c2ccccc2)cc(C)c1C#N)c1ccc(F)cc1
  0.873	10.4	17.1	12.7	-1.1	-8.2	-4.2	3.7	3.7
> COc1cc(N)c(Cl)cc1Cl
  1.03	-18.6	-1.4	-3.5	-2.9	-5.7	-2.4	9.3	1.1
> O=C(Nc1nccs1)c1cccc2ccccc12
  0.955	25.8	-3.5	4.5	-1.8	7.3	-1.3	-5.0	-6.6
> Cc1ccc(Nc2nc(-c3sc(NC(=O)c4cccc(Cl)c4)nc3C)cs2)cc1
  0.787	2.1	-2.3	21.3	-4.4	-4.4	-6.1	21.0	4.4
> CCOc1ccc(CN2CCNC(=O)C2CC(=O)NCc2cc(C)n(C)n2)cc1 (stereo not given)
  0.952	6.7	13.0	4.8	-0.5	0.7	0.5	8.6	4.6
> O=C(CN1C(=O)NC2(CCCCCC2)C1=O)Nc1ccc(Br)cc1Br
  0.946	-4.0	-0.7	5.4	-1.5	-5.2	-1.6	10.6	-4.0
> COCCn1c(=O)[nH]c2cc(C(=O)Nc3cccc(F)c3)ccc2c1=O
  1.02	9.8	-0.9	-1.8	0.2	-4.4	-4.9	-19.4	8.0
> COCCn1cnc2c1c(=O)n(CC#N)c(=O)n2Cc1ccccc1
  1.03	-10.2	-18.6	-3.0	0.8	-1.9	-2.3	5.8	15.5
> Cc1ccc(NC(=O)CC2(CC(=O)O)CCCC2)c(C)c1
  0.925	0.1	-6.4	7.5	1.3	-7.2	-2.9	11.9	-2.2
> O=C1CCC(=O)N1c1ccccc1
  1.02	5.9	22.5	-2.1	-0.9	-1.5	3.1	18.9	7.0
> O=C(O)c1ccc(S(=O)(=O)Nc2ccc3c(c2)OCCO3)cc1
  0.98	-3.8	-15.8	2.0	-2.8	5.1	-2.5	-10.4	1.1
> O=C(NCC(=O)N(c1ccc(Cl)cc1)C(C(=O)NC1CCCC1)c1cccnc1)c1ccco1 (stereo not given)
  0.93	5.3	-4.8	7.0	2.5	-9.9	-4.6	7.0	-4.4
> COc1ccc(C(c2c(NC(C)=O)sc3c2CCCC3)N2CCN(CCO)CC2)cc1OC (stereo not given)
  0.941	1.5	-11.7	5.9	-2.0	-2.1	-1.1	10.3	4.3
> CCc1cccc(C)c1NC(=O)CN1C(=O)NC(Cc2ccccc2)C1=O (stereo not given)
  1.01	-2.8	-3.6	-1.2	-2.7	-7.9	5.1	5.5	4.7
> COc1cccc(CN2CCN(Cc3cccc4nonc34)CC2CCO)c1 (stereo not given)
  0.99	-10.8	6.9	1.0	-2.4	-0.7	0.3	4.2	9.7
> CN(C)S(=O)(=O)c1cccc(NC(=O)CC23CC4CC(CC(C4)C2)C3)c1
  1.3	8.9	-8.4	-29.6	-4.4	-1.6	13.1	0.6	28.6
> FC(F)(F)c1ccc2c(c1)N1CCCC1CN2 (stereo not given)
  0.805	8.8	10.0	19.6	-5.0	-1.3	0.6	11.1	25.9
> COC(=O)c1[nH]c2cc(OC)ccc2c1NC(=O)CN1CCC(C(N)=O)(N2CCCCC2)CC1
  1.04	0.1	-6.6	-3.9	-1.1	-4.7	8.7	0.9	-15.4
> COCCNC(=S)N1CCC(Cc2ccccc2)CC1
  1.07	-8.9	-1.6	-7.3	-2.2	-6.2	-4.1	21.7	6.1
> CC(=O)NNC(=S)Nc1cccc(F)c1
  1.03	16.2	-5.7	-2.6	-2.9	-3.0	-3.6	3.8	6.0
> COc1cc(/C=N/Nc2ccccc2)ccc1O
  0.964	18.2	5.8	3.6	-4.3	-4.8	-0.7	-0.4	-3.6
> O=C(NCc1cn2ccsc2n1)c1cccs1
  0.991	9.2	5.2	0.9	3.4	-3.4	-4.7	18.9	-7.0
> O=S1(=O)N=C(N(CCO)/N=C/c2ccc(Br)cc2)c2ccccc21
  0.975	-0.1	5.9	2.5	1.0	-2.4	0.2	-1.9	-14.1
> CCC1=NN2C(=N)/C(=C\c3ccc(OCCOc4ccccc4)c(OC)c3)C(=O)N=C2S1
  0.874	-3.0	-12.3	12.6	-3.3	-1.9	-6.0	2.6	12.0

# The line under a structure holds: mIAP act	TIM10 inh	hIAP block	mIAP block	MIN6 prolif	APOBEC3G inh	APOBEC3A inh	NALP3 yeast inh	tim10-1 inh
> Cc1cc(C)c2c(CC(=O)O)c(C)[nH]c2c1
  0.988	6.7	5.6	1.2	-1.8	-4.3	-1.3	18.1	11.5
> Cc1cc(C)nc(NC(=S)NC(=O)c2ccccc2)n1
  0.986	-9.9	19.1	1.4	-3.8	-3.1	-5.4	22.0	-10.3
> CCn1c(CNc2nc3ccccc3n2C(C)C)nc2ccccc21
  2*	-6.9	-21.2	-100.0	-0.5	-4.0	-2.6	-6.6	-0.5
> Cc1c(Cl)cccc1NC(=O)CNC(=O)CCS(=O)(=O)c1ccc(F)cc1
  1.03	10.2	-11.6	-2.8	4.2	3.3	-2.2	5.2	25.3
> CC1CN(C(=O)c2ccccc2OCc2ccc(Cl)cc2Cl)CC(C)O1 (stereo not given)
  0.907	14.4	18.5	9.3	-0.9	-5.8	-3.4	4.6	33.2
> CC(C)Oc1ccccc1NC(=O)CSc1nccn1C
  1.01	8.1	9.9	-1.0	-2.4	-12.1	-4.4	11.2	3.2
> CCc1nnc(NC(=O)C2CCCN2C(=O)Nc2ccc(C)cc2)s1 (stereo not given)
  1.04	1.1	-2.5	-3.8	-4.4	-11.4	-2.0	-7.1	-48.2
> COc1ccc(C2=NCCn3nc4cc(OC)ccc4c32)cc1
  1.1	15.7	-0.4	-10.0	-1.6	23.8	0.4	27.8	27.3
> COc1ccc(CCNC2=CC(=O)CC(C)(C)C2)cc1
  0.964	13.9	-10.4	3.6	-1.2	-2.0	-1.8	14.9	10.5
> CCOc1ccc(C(CC(=O)O)NC(=O)c2cccs2)cc1OC (stereo not given)
  1.07	-15.0	-1.4	-6.7	-2.8	-7.6	-1.8	7.0	11.0
> Cc1cc2c(c(=O)o1)C1(C(=O)N(CC(=O)O)c3ccccc31)C(C#N)=C(N)O2 (stereo not given)
  1.03	4.7	-13.4	-3.2	-0.4	-0.5	4.8	17.7	5.5
> Cc1ccc(N(CC(=O)O)S(=O)(=O)c2cccc3nonc23)cc1
  0.975	-7.4	-8.6	2.5	-0.9	-0.4	-0.5	4.7	11.7
> CCn1c(C(C)NC(=O)c2cccs2)nc2ccccc21 (stereo not given)
  1.02	-6.8	-2.4	-1.6	-1.2	-10.5	-5.1	8.3	9.8
> N#Cc1ccccc1S(=O)(=O)N1CCN(CC(O)c2ccccc2)CC1 (stereo not given)
  0.86	-0.6	-2.1	14.0	0.5	-2.3	2.8	11.1	9.6
> O=C(Nc1cccc(F)c1)c1cccc(S(=O)(=O)N2CCOCC2)c1
  1.01	26.7	-29.9	-0.7	0.0	-1.0	1.7	14.2	15.1
> CCOC(=O)c1sc(=S)n(-c2ccc(F)c(F)c2)c1N
  0.947	-4.6	13.3	5.3	1.5	21.8	-1.9	24.5	-5.9
> O=C(NC1CCC(O)CC1)c1ccc(-c2ccc([N+](=O)[O-])cc2)o1 (stereo not given)
  0.853	-1.7	6.7	14.7	-1.5	11.2	6.4	5.7	11.1
> Cc1ccsc1/C=N\NC(=O)CCc1c(C)n[nH]c1C
  1.13	-15.5	-5.4	-13.3	-3.9	-10.9	-3.6	-2.9	18.5
> COc1ccc(C)cc1NC(=O)C(CCS(C)(=O)=O)NC(C)=O (stereo not given)
  1.05	-3.4	-4.2	-5.5	2.0	0.0	1.1	7.6	-18.1
> CCC(C(=O)NCCC(C)C)n1ccc2cc(S(=O)(=O)N3CCCCC3)ccc21 (stereo not given)
  2.69*	-2.9	-13.9	-169.5	-3.9	4.6	0.5	-3.0	14.2
> COc1ccccc1OCC(=O)Nc1cccc(-c2nnc(-c3ccco3)o2)c1
  0.944	17.3	3.6	5.6	4.0	-4.6	-0.1	11.3	15.9
> Cc1ccc(CN2CCN(CCCn3cccn3)CC2CCO)cc1 (stereo not given)
  1.03	-23.0	3.7	-3.1	1.1	-0.3	5.5	-1.2	9.9
> Cc1nn(-c2ccc(C(=O)Nc3nnc(C4CC4)s3)cc2)c(C)c1Cl
  0.872	0.5	17.0	12.8	-1.8	-10.3	-4.3	-11.7	-0.8
> Cc1ccc(NS(=O)(=O)c2ccc(OCC(=O)NCc3ccccn3)cc2)cc1
  0.969	3.2	-18.5	3.1	-1.3	2.5	2.5	7.2	14.4
> COc1ccc(C(=O)NC(Cn2ccnc2)C(C)(C)C)cc1OC1CCN(C(C)C)CC1 (stereo not given)
  1.04	-7.0	-32.1	-4.1	-1.7	1.1	-5.4	11.8	4.2
> CC(C)(C)C(=O)NC1CC2CCCC(C1)N2C(=O)Nc1ccccc1 (stereo not given)
  0.937	5.0	0.1	6.3	-3.5	0.8	-3.6	-12.5	1.3
> N#Cc1c(-n2cccc2)cccc1-n1cccc1
  0.959	13.5	7.4	4.1	-1.0	-5.3	-0.3	-0.3	22.0
> COc1ccc(OC)c(NC(=O)Cc2cccs2)c1
  1.05	13.9	32.9	-4.9	1.1	4.8	13.1	1.9	15.5
> Cc1nc(SCC(=O)NCC2CCCO2)nc(C)c1C (stereo not given)
  1.01	2.2	-6.0	-0.6	-0.5	-8.4	-4.4	-7.5	3.9
> Cc1sc2nc(CN3CCOCC3)nc(NCCc3ccccc3)c2c1C
  0.967	8.5	15.6	3.3	-1.7	-3.1	3.4	10.7	25.0
> Cc1cccc(N2CCN(C(=O)c3noc4c3COc3ccc(C)cc3-4)CC2C)c1 (stereo not given)
  0.862	4.3	16.7	13.8	-4.1	-0.3	0.3	16.4	23.2
> O=C(N/N=C/c1ccc[nH]1)c1sc2ccccc2c1Cl
  0.703	35.8	-7.8	29.7	-4.5	-2.6	-6.8	-5.5	-9.5
> O=C(CSc1ccccc1)NCc1ccco1
  0.935	6.0	-11.3	6.5	0.2	-5.0	-2.8	3.4	-1.7

# Just APOBEC3G inh, TIM10 inh and NALP3 yeast inh, for two of the compounds above:
mol	APOBEC3G inh	TIM10 inh	NALP3 yeast inh
COc1ccc(C(=O)NC(Cn2ccnc2)C(C)(C)C)cc1OC1CCN(C(C)C)CC1 (stereo not given)	1.1	-7.0	11.8
CC(C)(C)C(=O)NC1CC2CCCC(C1)N2C(=O)Nc1ccccc1 (stereo not given)	0.8	5.0	-12.5
